RAD54 inh: inhibitors of human RAD54 branch migration, primary screen, biochemical, fluorescence, single point. DNA repair and recombination protein RAD54-like (Homo sapiens), Q92698. RAD54 Holliday junction branch migration, FAM/BHQ fluorescence. inhibition, % at 10.4 µM. 0.14% of 360,000 active. AID 602329, 2012;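 active = mean normalized replicate activity at least 40 and at least half of replicates scoring 40 or more; inconclusive = only one of the two criteria met; inactive = mean below 40 and under half of replicates reaching 40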;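 note: 0% = median of neutral control wells and 100% = median of positive control wells; inhibitors cause a drop in the FAM fluorescence signal; in these data hits start at about 50%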
Target sequence (Q92698 whole entry, looked up): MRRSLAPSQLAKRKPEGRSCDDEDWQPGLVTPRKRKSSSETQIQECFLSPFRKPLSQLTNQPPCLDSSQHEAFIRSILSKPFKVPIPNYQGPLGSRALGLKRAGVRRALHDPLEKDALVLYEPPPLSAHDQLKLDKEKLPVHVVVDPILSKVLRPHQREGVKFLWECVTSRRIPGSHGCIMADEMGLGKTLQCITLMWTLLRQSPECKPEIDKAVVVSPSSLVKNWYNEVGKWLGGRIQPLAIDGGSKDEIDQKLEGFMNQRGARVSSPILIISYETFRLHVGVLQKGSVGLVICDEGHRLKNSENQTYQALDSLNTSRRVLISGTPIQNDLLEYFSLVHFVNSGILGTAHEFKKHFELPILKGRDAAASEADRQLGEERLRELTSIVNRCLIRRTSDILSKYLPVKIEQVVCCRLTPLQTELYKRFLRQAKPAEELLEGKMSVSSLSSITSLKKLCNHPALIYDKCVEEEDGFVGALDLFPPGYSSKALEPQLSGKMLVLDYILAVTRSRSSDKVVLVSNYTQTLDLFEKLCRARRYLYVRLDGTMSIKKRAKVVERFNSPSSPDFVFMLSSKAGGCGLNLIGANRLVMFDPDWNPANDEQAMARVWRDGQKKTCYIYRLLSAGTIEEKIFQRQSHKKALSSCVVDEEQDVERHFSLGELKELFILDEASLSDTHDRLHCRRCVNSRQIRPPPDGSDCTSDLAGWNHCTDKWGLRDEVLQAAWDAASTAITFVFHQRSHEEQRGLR
esBAF inh: Bmi1 luciferase reporter increase in mESCs, primary screen, esBAF inhibitor project, mouse ES cells, Bmi1 luciferase knock-in, single point | AID 602393, 2012 | 2% of 350,000 active | reporter increase, % at 12.5 µM | 24 h; 100% = twice the neutral-well signal; in the data active = activation above about 40%; inconclusive = no clear call, values can overlap the other calls;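 note: 0% = median of the plate's neutral control wells and 100% = double that signal; a rise in the Bmi1 reporter signal indicates esBAF inhibition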
Numbers without * were called inactive; u = inconclusive. Only part of the results is shown, so the mix of outcomes need not match the whole.

SMILES | RAD54 inh | esBAF inh
Cc1ccc(SCCCn2cnc3ccccc3c2=O)cc1 | -3.2 | 3.2
CCCn1c2c(c(O)c(C(=O)Nc3ccccc3)c1=O)CCCC2 | 7.1 | 9.5
Cc1cc(Cl)ccc1NC(=O)NC1CCN(S(=O)(=O)c2ccc(F)cc2)CC1 | 0.7 | 2.1
COc1ccc(-c2coc3cc4oc(=O)cc(C)c4cc23)cc1F | -2.4 | -1.8
CCN(CC)c1nc(-c2nn[nH]n2)nc(N(CC)CC)n1 | 7.1 | -9.4
CCOC(=O)Nc1ccc2c(c1)nc(CN1CCN(C(C)=O)CC1)n2C | 0.0 | -3.5
CCCOc1ccc(C(=O)N2CCCc3ccccc32)cc1 | -7.3 | 10.0
CC(=O)Nc1ccccc1N(C)S(=O)(=O)c1ccc(C)cc1 | -16.5 | 8.5
CCCCCCC(=O)Nc1ccc(C(=O)N2CCCC2)cc1 | -1.7 | 6.9
Cc1ccc(S(=O)(=O)N(C)CC(=O)N2CCN(c3ccccn3)CC2)cc1 | -6.7 | 5.9
Cc1cc(Br)cc(C)c1NC(=S)NC(=O)CC(C)C | -15.5 | -1.4
NNC(=O)CCc1c[nH]c2ccccc12 | 1.3 | 1.4
CCN1C(=O)CC(N2CCN(c3ccc(C(=O)c4ccncc4)cc3)CC2)C1=O (centres undefined) | -1.9 | 2.5
COc1ccc(CN(C)CCc2ccccn2)c(OC)c1OC | 9.3 | 0.3
Cc1nc2ccc(C(=O)O)cc2[nH]1 | 6.0 | 0.0
O=C(O)C1C2C=CC3(CN(c4cccc(C(F)(F)F)c4)C(=O)C13)O2 (centres undefined) | 0.3 | -1.5
O=C(c1ccc(C(=O)N2CCCCCC2)cc1)N1CCCCCC1 | -2.0 | -4.8
N#Cc1nc(N2CCOCC2)nc(N2CCOCC2)n1 | 2.3 | 0.5
COc1cccc(CNc2cc(CSc3ccc(Cl)cc3)nc(C)n2)c1 | 4.5 | -8.7
FC(F)(F)C12CC(c3ccccc3)=NCCN1CCN2 (centres undefined) | -0.9 | -1.8

Among those listed so far, 6 contain a halogen:
SMILES | RAD54 inh | esBAF inh
Cc1cc(Cl)ccc1NC(=O)NC1CCN(S(=O)(=O)c2ccc(F)cc2)CC1 | 0.7 | 2.1
COc1ccc(-c2coc3cc4oc(=O)cc(C)c4cc23)cc1F | -2.4 | -1.8
Cc1cc(Br)cc(C)c1NC(=S)NC(=O)CC(C)C | -15.5 | -1.4
O=C(O)C1C2C=CC3(CN(c4cccc(C(F)(F)F)c4)C(=O)C13)O2 (centres undefined) | 0.3 | -1.5
COc1cccc(CNc2cc(CSc3ccc(Cl)cc3)nc(C)n2)c1 | 4.5 | -8.7
FC(F)(F)C12CC(c3ccccc3)=NCCN1CCN2 (centres undefined) | -0.9 | -1.8

(cont.)
SMILES | RAD54 inh | esBAF inh
Cc1cnc(C)c(N2CCC(C(=O)NC(C)c3cccs3)CC2)n1 (centres undefined) | -0.9 | -5.8
Cc1ccc(Cc2cnc(NC(=O)c3ccco3)s2)cc1 | -3.7 | -25.6
Cc1nn(-c2ccccc2)c(=S)n1-c1ccccc1 | -19.6 | -0.3
Cc1cc(NCc2ccccc2)nc(N2CCOCC2)n1 | 1.5 | -6.5
Cc1ccccc1Nc1nc(CSc2nnnn2-c2ccccc2)cs1 | -5.4 | -1.4
CC(=O)c1ccc(Oc2ncnc3sccc23)c(CN2CCOCC2)c1 | -29.4 | 11.6
O=C(OC1CCN(c2ncc(C(F)(F)F)cc2Cl)CC1)c1cccc(C(F)(F)F)c1 | 4.0 | -2.7
C=CCn1c(SCC(=O)Nc2ccccc2)nnc1-c1cccc(S(=O)(=O)N2CCOCC2)c1 | -3.5 | 19.7
CCC(NC(=S)NCc1ccccc1)C(=O)O (centres undefined) | 5.4 | -7.7
COc1ccc(Br)cc1S(=O)(=O)n1ccnc1C | -6.6 | 3.2
COc1ccc(/C=N/NC(=O)c2nn(-c3ccccc3)c(=O)c3c(N)scc23)cc1 | -7.2 | -4.5
CC1(C)Cc2c(sc3c2c(=N)n(Cc2ccco2)c(=O)n3CC(=O)Nc2cccc(Cl)c2)CO1 | -2.1 | -4.7
O=C(c1ccc(S(=O)(=O)N2CCOCC2)cc1)N(c1ccccc1)C1C=CS(=O)(=O)C1 (centres undefined) | 1.9 | 2.7
O=C1CN=C(Nc2ccccc2Cl)N1Cc1ccc2c(c1)OCO2 | -8.0 | -1.0
COc1cccc(NC(=O)C(NCC(C)(C)CN(C)C)c2ccccc2)c1 (centres undefined) | 3.6 | -5.5
Cc1nc(SCCCSc2n[nH]c(C)n2)n[nH]1 | -5.7 | -8.4
CC(C)OC(=O)CCCN1C(=O)c2ccc(N)cc2C1=O | -7.6 | -21.5
OC(COc1ccccc1)Cn1cc(Br)cn1 (centres undefined) | -3.3 | 11.8
CC(C)n1nnnc1-c1cc(Cl)cc(Cl)c1 | 6.4 | -6.5
CC(=O)N1CCc2cc(S(=O)(=O)NC(CC(C)C)C(=O)Nc3cc(C(=O)O)ccc3C)ccc21 (centres undefined) | 3.9 | -7.1
Cc1nn(-c2ccccc2)c2c1C1(C(=O)N(C)c3ccccc31)N(c1ccccc1)C(=O)N2 (centres undefined) | 2.4 | 0.8
Cc1cc(C)nc(NS(=O)(=O)c2ccc(NC(=O)c3cccs3)cc2)n1 | -7.6 | -8.3
CCN(CC)CCCNC(=O)C1c2ccccc2C(=O)N(C)C1c1ccc(OC)cc1 (centres undefined) | -2.5 | 0.8
O=C(NCc1ccco1)c1ccccc1NS(=O)(=O)c1ccc2c(c1)OCCO2 | 10.7 | 6.6
C/C(=C\C(=O)c1ccccc1)Nc1ccc(O)cc1 | 21.1 | 22.5
Cc1cccc(N=Nc2c(N)n[nH]c2-c2ccc(Cl)cc2)c1 | 13.4 | 4.0
O=C(Nc1cccc2nsnc12)c1ccc(-c2cccc(Cl)c2)o1 | -10.9 | -2.8
COC(=O)c1ccc(NC(=O)C2C3CCC(C3)C2C(=O)O)cc1 (centres undefined) | -2.5 | 5.1
N#Cc1ccc(Oc2cccc(C(=O)O)c2)cc1C#N | -3.7 | -1.7
Cc1c(C(=O)NCc2cccnc2)oc2ccc(S(=O)(=O)N3CCC4(CC3)OCCO4)cc12 | 5.7 | 0.3
Cc1ccc(CNc2ncccc2-c2nc3cc(Cl)ccc3o2)cc1 | -5.9 | 4.2
CCCCn1c(NC(C)CC)nc2c1c(=O)[nH]c(=O)n2C (centres undefined) | 3.2 | 2.6
CC1(C)CC(=O)C2=C(C1)N(Cc1cccnc1)C(=O)C2(NC(=O)C1CC1)C(F)(F)F (centres undefined) | -0.3 | -7.3
Cc1cc(C)cc(NC(=O)N2CCCC2C(=O)Nc2ccc(-n3cnnn3)cc2)c1 (centres undefined) | -7.4 | -3.2
Cc1[nH]c2ccc(C(=O)O)cc2c1C | -6.4 | 1.0
COc1ccc(Cc2nn[nH]n2)cc1 | -22.2 | -3.8
CCNC(=O)c1ccc(C2SCC(=O)N2Cc2ccco2)cc1 (centres undefined) | 3.2 | -6.6
CCOC(=O)N1CCN(C(=O)c2cnc3n(c2=O)CCS3)CC1 | -4.4 | -10.0
COc1ccccc1NC(=O)Cn1cc(C#N)c2ccccc21 | -6.3 | 7.3
Nc1nc(N2CCOCC2)nc2ccccc12 | 2.1 | -3.0
CCOC(=O)c1csc(NC(=O)CSc2nnnn2-c2ccc3c(c2)OCCO3)n1 | 7.0 | 5.9
Cc1csc(SCC(=O)Nc2cc(C(C)(C)C)nn2-c2ccccc2)n1 | -1.5 | 2.4
Cn1c(=O)n(Cc2ccccc2)c(=O)c2c1nc1n2CCS1 | -1.6 | -1.9
Cc1occc1C(=O)NCCCc1ccccc1 | 4.6 | -4.5
O=C(c1cc(F)c(F)cc1Cl)N1CCCCC1 | -10.1 | -5.0
CCCCn1c(=N)n(CC(O)COc2cccc(C)c2)c2ccccc21 (centres undefined) | 20.1 | 4.9
O=C(NCN1CCc2ccccc2C1)c1ccccc1 | -8.5 | -3.6
COc1cccc(OCc2nnc(SCC(=O)NCc3ccco3)n2C)c1 | 1.0 | 7.4
O=C(Nc1cc2c(cc1Cl)OCCO2)c1ccco1 | -9.0 | 36.0
COc1ccc(CN2CCCC(C(=O)N3CCCC3)C2)cc1 (centres undefined) | 7.1 | 4.4
(list continues)
SMILES | RAD54 inh | esBAF inh
O=S(=O)(c1ccc(F)cc1)N(CCO)CC(O)Cn1c2ccccc2c2ccccc21 (centres undefined) | -3.8 | 1.3
COCCn1c(Cc2ccccc2)nnc1SCC(=O)N1CCCCC1C (centres undefined) | -1.9 | -8.1
O=C(CCSc1ccc(Cl)cc1)N1CCOCC1 | -4.8 | 42.0*
CCNC(=S)NNC(=O)c1cccnc1 | -8.1 | 0.9
Cc1ccc(CN(c2ccc(C(=O)NCc3ccc4c(c3)OCO4)cc2)S(C)(=O)=O)cc1 | 4.1 | -2.1
Cc1cc(-c2ccccc2)nc2[nH]n(-c3ccccc3)c(=O)c12 | 5.7 | -3.7
COc1ccc(OC)c(NC(=O)c2cnn(-c3ccccc3Cl)c2NC(=O)c2ccco2)c1 | 2.9 | 0.6
Cc1ccc2nc(NC3=NCN(Cc4cccnc4)CN3)nc(C)c2c1 | -9.8 | -14.1
CCCc1nnc(SCC(=O)N2CCCCC2)n1CC1CCCO1 (centres undefined) | 2.9 | -3.0
COc1ccc(CNC(=O)C2CC(c3ccc(F)cc3)=NO2)cc1 (centres undefined) | -2.3 | -7.0

Copied from above, 4 compounds:
SMILES | RAD54 inh | esBAF inh
Cc1ccc(SCCCn2cnc3ccccc3c2=O)cc1 | -3.2 | 3.2
CCCn1c2c(c(O)c(C(=O)Nc3ccccc3)c1=O)CCCC2 | 7.1 | 9.5
Cc1cc(Cl)ccc1NC(=O)NC1CCN(S(=O)(=O)c2ccc(F)cc2)CC1 | 0.7 | 2.1
COc1ccc(-c2coc3cc4oc(=O)cc(C)c4cc23)cc1F | -2.4 | -1.8

Remaining list, next part.
SMILES | RAD54 inh | esBAF inh
Cc1ccc(-c2nn(CC(=O)O)c(=O)c3ccccc23)cc1 | 6.0 | -4.4
Cc1sc(NC(=O)c2ccc(Br)s2)c(C(N)=O)c1C | 7.8 | u
CCCn1c2c(c(O)c(C(=O)Nc3ccc(OC)cc3)c1=O)CCCC2 | 9.2 | -1.5
Cc1ccc(S(=O)(=O)N(C)CC(=O)OCc2nnc(-c3ccccc3)o2)cc1 | -0.2 | -5.3
CCN(CCCNC(=O)CCNC(=O)Cn1ccc2ccccc2c1=O)c1ccccc1 | 1.7 | -7.7
COc1ccc(C2CC2/C(C)=N/OC(=O)c2cccs2)cc1 (centres undefined) | -10.9 | 3.7
CCOC(=O)c1ccc(Nc2cc(C)nc3ncnn23)cc1 | -0.6 | 4.4
CCSc1nnc(NC(=O)C(C)(C)C)s1 | 1.3 | 51.3*
O=C(NC(NC1CCS(=O)(=O)C1)C(Cl)(Cl)Cl)c1ccc(Br)cc1 (centres undefined) | -8.2 | -6.5
COc1ccc(Br)cc1C1SCCN1S(C)(=O)=O (centres undefined) | 4.5 | -0.8
O=C(/C=C/Nc1ccccc1OC(F)(F)F)C(F)(F)F | -7.5 | -16.1
c1ccc(CN2CCN(c3nc(N4CCOCC4)c4ccccc4n3)CC2)cc1 | 3.1 | -3.4
CCOc1ccc(S(=O)(=O)N(C)C)cc1-c1nc2c(C(C)(C)C)nn(C)c2c(=O)[nH]1 | 1.1 | -5.0
COCCCNC(=O)CCCn1c(=O)c2ccccc2n(CC(=O)Nc2c(C)cccc2C)c1=O | -7.5 | -3.1
COc1cc(C)c(C(C)C)cc1S(=O)(=O)N1CCOCC1 | -8.4 | -4.9
Cn1c(-n2c(CCCN3C(=O)c4ccccc4C3=O)nc3ccccc3c2=O)nc2ccccc21 | -1.8 | -2.9
Cn1cccc1CNC(=O)Nc1ccccc1 | -7.0 | 11.6
CCOc1ccccc1NC(=O)C1CCCN1C(=O)OCc1ccccc1 (centres undefined) | 1.7 | 5.6
Cc1cc(NC(=O)C2CC=CCC2C(=O)O)no1 (centres undefined) | 0.4 | -8.8
COc1ccc(-c2nc(C)sc2CC(=O)O)cc1 | -2.3 | -5.3
CCOC(=O)C1=C(C)N(Cc2ccccc2)C(=O)NC1c1ccc(OC)cc1 (centres undefined) | -7.5 | 2.4
O=C(CCS(=O)(=O)c1ccc(Br)cc1)N1CCN(c2ccccc2F)CC1 | -1.8 | -5.6
OCCOCCNc1ncnc2c1cnn2-c1ccc(Cl)cc1 | 1.6 | 3.8
CCOC(=O)C1=C(Nc2ccccc2)OCC1=O | 9.6 | 8.4

High-throughput results (PubChem)
